Screening data (PubChem)
PKA-R1A activ = activators of PKA-R1A complex; P00514+P68181; PKA-R1A dissociation, Cy5-IP20 fluorescence polarization; scaled: DMSO 0%, 113 µM cGMP 100%; activation, % at 11.4 µM; hit rate 0.083% among 340,000;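 active means percent activation above the mean of all tested compounds plus 3 SD, cut at about 19% in these data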;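 further: higher means more PKAc released from R1A so a rise in polarization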
MOR-DOR ag = OPRM1-OPRD1 heterodimerization agonism; P35372+P41143; cells, luminescence; activation, % at 9.3 µM; hit rate 0.3% among 340,000; in the data active means activation above about 18%;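 further: 0% = vehicle-treated cells and 100% = reference agonist; values of inactives mirror those of a sister screen read the other way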
Arrestin-AP2 inh = blocks beta-arrestin peptide binding to AP2 adaptin. FITC-arrestin peptide / GST-AP2 beads, flow cytometry; AP2 beta2 appendage carries R879A mutation. hit rate 0.31% among 340,000. inhibition, % at 10 µM. AID 504490;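 active means inhibition above a set limit, near 3 SD of compounds lacking own fluorescence, cut at about 54% in these data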;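 further: plate controls were DMSO wells for no effect and 5 µM unlabelled arrestin peptide for full effect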
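System: GST-AP2 R879A bound to glutathione beads, E. coli-expressed. Also added: 50 nM FITC-arrestin peptide. Schedule: compound with beads 12 min RT, then probe 1 h RT. Signal: bead flow cytometry, FITC channel. Read-out basis: percent response.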
E coli growth = counter-screen for AddAB inhibitors: E. coli growth inhibition. E. coli V3065 growth, OD600 absorbance, 18 h. inhibition, % at 11.9 µM. hit rate 0.27% among 330,000;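 active means inhibition above the campaign's mean inhibition across all tested compounds plus 3 SD, cut at about 9.9% in these data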;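 further: uninfected addAB+ strain grown without phage in ampicillin broth; 0% = DMSO wells and 100% = ciprofloxacin 0.95 µg/ml wells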
Tat export inh = E. coli Tat transport inhibition. E. coli MC4100 TorA-mCherry Tat export, fluorescence. inhibition, % at 10 µM. hit rate 0.036% among 340,000. AID 488895;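 active means mean replicate inhibition at least 50% and at least half of replicates individually reaching 50%; inconclusive means only one of the two criteria met; inactive means neither criterion met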;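 further: exported cargo escapes ClpAP degradation while cytoplasmic cargo is degraded and loses fluorescence; 0% = median of neutral control wells and 100% = median of NaSCN control wells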
Pemphigus Ab inh = inhibitors of pemphigus antibody binding to human desmoglein-3 | DSG3-coupled beads, scFv-anti-DSG3-GFP binding, flow cytometry; active compounds read low | P32926 | binding (percent of control), % at 10 µM | hit rate 0.48% among 310,000 | AID 588358;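 active means binding more than 3 SD below its plate's average and above zero; inconclusive means below that plate limit but binding exactly zero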;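 further: hits lower antibody fragment binding to DSG3; some compounds called inactive have numbers as strong as hits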
Target sequence (P32926 whole entry, looked up, the tested form may be a part): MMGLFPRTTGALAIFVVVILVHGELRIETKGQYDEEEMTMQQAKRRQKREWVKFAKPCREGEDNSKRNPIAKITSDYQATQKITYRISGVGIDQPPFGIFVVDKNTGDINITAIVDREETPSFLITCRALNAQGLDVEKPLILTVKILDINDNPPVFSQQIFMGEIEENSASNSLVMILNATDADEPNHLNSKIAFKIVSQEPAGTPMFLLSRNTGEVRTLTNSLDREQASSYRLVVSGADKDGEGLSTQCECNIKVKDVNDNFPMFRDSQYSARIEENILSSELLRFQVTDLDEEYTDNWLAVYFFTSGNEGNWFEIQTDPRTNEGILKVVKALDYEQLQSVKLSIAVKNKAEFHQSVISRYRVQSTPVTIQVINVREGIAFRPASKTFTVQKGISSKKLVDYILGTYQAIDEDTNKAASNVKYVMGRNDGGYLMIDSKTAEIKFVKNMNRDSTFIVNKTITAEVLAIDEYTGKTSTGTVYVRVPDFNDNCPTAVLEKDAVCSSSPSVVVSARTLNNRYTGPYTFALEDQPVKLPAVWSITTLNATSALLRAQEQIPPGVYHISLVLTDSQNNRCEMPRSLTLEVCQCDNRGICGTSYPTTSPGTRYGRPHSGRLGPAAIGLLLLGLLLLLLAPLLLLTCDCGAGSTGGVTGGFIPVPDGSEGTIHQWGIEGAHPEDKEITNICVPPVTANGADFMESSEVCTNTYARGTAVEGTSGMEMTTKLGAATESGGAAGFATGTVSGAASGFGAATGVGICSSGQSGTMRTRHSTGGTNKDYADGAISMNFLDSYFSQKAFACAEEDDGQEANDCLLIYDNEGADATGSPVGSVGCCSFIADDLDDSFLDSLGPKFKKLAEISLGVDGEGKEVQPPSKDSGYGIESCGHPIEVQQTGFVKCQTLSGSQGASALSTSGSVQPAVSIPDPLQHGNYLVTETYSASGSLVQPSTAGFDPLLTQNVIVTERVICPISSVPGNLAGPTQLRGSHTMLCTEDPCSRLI
PfHsp90 yeast 2 = growth inhibition of yeast expressing Plasmodium Hsp90; S. cerevisiae expressing PfHsp90, BacTiter-Glo ATP, 48 h; yeast lacking PDR1 and PDR3 efflux regulators; hit rate 0.32% among 310,000; inhibition, % at 9.4 µM;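 active means every replicate shows inhibition above about 80%, whatever the replicate mean, limit read from the data; inconclusive means mean inhibition reaches the set limit but some replicate falls short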;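 further: 0% = DMSO neutral controls and 100% = 20 µM radicicol positive controls; yeast relying on Plasmodium falciparum Hsp90 in place of its own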
SUMO Mot1 rescue = SUMOylation pathway inhibition by Mot1-301 growth rescue. S. cerevisiae Mot1-301 growth rescue, ATP luminescence, 38.5C; percent above DMSO median, 100 means doubled. growth rescue, % at 18.8 µM. hit rate 1% among 320,000. AID 2716;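 active means every valid replicate shows activation above 250% relative to neutral control wells; inactive means the rest, any valid replicate at or below 250%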;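 further: OY570 slx delta 5 strain wells were the positive control but not used for scaling; some compounds called inactive have numbers as strong as hits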
OPRM1-OPRD1 inv = inverse agonists of human mu-delta opioid receptor heterodimerization. inhibition, % at 9.3 µM. hit rate 0.21% among 340,000. cell-based MOR-DOR heterodimer luminescence, inverse agonism. P35372+P41143; in the data active means inhibition above about 22%, passing the limit was not always enough;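 further: 0% = cells with DMSO and 100% = wells without cells with DMSO; values of inactives mirror those of a sister screen read the other way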
AddAB inh = less growth of phage-infected E. coli with AddAB; hit rate 0.29% among 330,000; E. coli expressing H. pylori AddAB, absorbance growth; inhibition, % at 11.9 µM; AID 435030; in the data active means inhibition above about 12%;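 further: 0% = vehicle wells of infected cells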
phage Ecoli inh = E. coli growth loss with phage present; growth absorbance; inhibition, % at 11.9 µM; hit rate 0.26% among 360,000; AID 651602; in the data active means inhibition above about 11%
* marks the source's active call; other numbers are inactive results; ? = inconclusive; . = no result given.

entry	structure	PKA-R1A activ	MOR-DOR ag	Arrestin-AP2 inh	E coli growth	Tat export inh	Pemphigus Ab inh	PfHsp90 yeast 2	SUMO Mot1 rescue	OPRM1-OPRD1 inv	AddAB inh	phage Ecoli inh
1	CCN(CC)c1ccc(NC(=O)Nc2ccc(C(C)=O)cc2)cc1	4	-2.0	39	-2.3	-5	95	.	16	12	0.4	2.8
2	Cc1cc(C)n(CCCNC(=O)COc2ccc([N+](=O)[O-])cc2)n1	-1	-1.9	-8	0.3	?	.	2	9	8	1.0	3.3
3	CCOC(=O)c1ccc(CNC(=O)c2cc(C(C)(C)C)oc2C)o1	-3	2.4	1	1.4	2	104	4	1	-13	1.4	4.8
4	O=C(CSc1nnc(-c2ccncc2)s1)Nc1ccc(Cl)c(C(=O)O)c1	1	-1.9	-16	1.0	?	101	-14	-11	10	3.7	0.9
5	COCC(=O)Nc1nnc(COc2ccccc2)s1	2	1.2	-8	-0.1	10	106	-4	-3	-7	1.2	0.5
6	CCOC(=O)c1sc(NS(=O)(=O)c2ccccc2Cl)nc1C	-3	-0.2	3	0.7	-1	101	12	-39	1	-0.8	3.1
7	CC(C)(C)NC(=O)COC(=O)CCC(=O)c1cccs1	-3	-1.8	9	-0.9	21	.	-6	-11	8	3.5	2.3
8	CC1CC(=O)c2c(cc3c(-c4c(O)cc(O)c5c(O)c6c(cc45)OC(C)CC6=O)c(O)cc(O)c3c2O)O1 (stereo not drawn)	-10	82*	6	-4.7	-9	.	13	-15	-412	-0.3	.
9	CC1CN(C2CCN(C(=O)COc3ccccc3)CC2)CC(C)O1 (stereo not drawn)	4	-0.8	-5	-0.2	-6	113	-6	63	5	-1.5	-0.5
10	CC(=O)c1ccc(NC(=O)c2sc3nc4n(c(=O)c3c2C)CCCCC4)cc1	-10	-0.2	8	-1.7	7	99	-32	6	1	2.5	1.4
11	CCCCC(=O)Nc1ccc(NC(=S)NC(=O)CC)cc1OC	-5	-1.9	10	0.5	1	.	8	-5	10	0.3	1.9
12	CC(C)C(NC(=O)c1ccc2c(c1)OCO2)C(=O)N/N=C\c1ccco1 (stereo not drawn)	-3	-0.8	-50	-1.9	2	103	5	7	4	1.4	0.1
13	Cc1c(C(=O)NNC(=O)c2ccncc2)oc2ccc(Br)cc12	0	-3.4	-6	2.9	-5	96	-6	.	18	0.8	6.1
14	CCN(CC)S(=O)(=O)c1cccc(-c2nnc(SCC(=O)NC3CCCCCCC3)n2N)c1	-12	-1.4	1	-1.2	-4	106	.	6	7	-0.6	2.0
15	O=C(c1ccc(Cl)cc1)C(Cn1cncn1)C(Sc1ccccc1)c1ccccc1 (stereo not drawn)	-7	3.8	16	3.2	-2	98	12	16	-23	-0.5	5.1
16	CCOC(=O)c1c(NC(=O)Cc2ccccc2)sc2c1CC(C)(C)NC2(C)C	4	1.5	-4	-0.3	1	101	-4	51	-9	-0.9	2.1
17	Cc1ccc(-n2c(=O)cc(N3CC(C)OC(C)C3)[nH]c2=O)cc1 (stereo not drawn)	-9	-0.8	-2	1.2	-4	99	-33	-15	5	-1.9	1.2
18	Cc1ccc(NC(=O)CN(c2ccc(Cl)cc2)S(=O)(=O)c2cc([N+](=O)[O-])ccc2Cl)cc1	-11	16	4	0.0	-2	.	28	4	-78	1.1	0.1
19	COc1cccc(C2C(C#N)=C(N)OC(C(C)(C)C)=C2C#N)c1 (stereo not drawn)	-2	-0.8	93*	1.5	-6	97	19	9	5	2.8	1.2
20	O=C(CN1CCc2ccccc2C1)Nc1ccc(OC(F)(F)F)cc1	-10	2.7	-3	0.3	3	100	0	97	-13	1.4	1.4
21	Cc1cc(C(=O)NNC(=S)NCC2CCCO2)cs1 (stereo not drawn)	-12	0.1	-3	-3.7	-14	106	-8	4	-1	-1.7	1.4
22	Brc1ccccc1OCCCCN1CCCCC1	-6	-1.9	2	1.9	-4	111	18	200	9	2.6	4.8
23	CCCC(C)c1nnc(NC(=O)C2CCCO2)s1 (stereo not drawn)	-13	0.6	-4	-0.1	-7	104	.	-13	-4	2.7	0.8
24	O=C(Nc1cccc2nsnc12)c1cccnc1Cl	8	-0.4	19	0.8	-6	129	-5	3	2	2.3	4.9
25	Cc1ccc(S(=O)(=O)c2c(N)n(C)c3nc4ccccc4nc23)cc1	3	-0.9	-2	0.4	-7	.	-4	-5	4	3.7	2.5
26	CCOc1ccc(NC(=O)COC(=O)c2ccc3ncsc3c2)cc1OCC	-11	-4.2	-14	.	-5	104	-13	.	22	.	-0.1
27	CCc1ccc(C(C)NC(=O)Cc2ccc(F)cc2)cc1 (stereo not drawn)	-5	1.0	34	0.2	-9	92	15	5	-5	1.8	2.4
28	O=C(O)CCCC(=O)N1N=C(c2ccccc2)CC1c1cccs1 (stereo not drawn)	-5	-1.0	-2	-1.3	-2	98	-11	5	6	3.3	1.3
29	CC(CCc1ccccc1)NC(=O)Cn1cccc1C(=O)c1ccccc1 (stereo not drawn)	-3	-0.9	-5	-1.5	14	.	-23	-13	5	2.7	2.5
30	COc1ccc(Cl)cc1NC(=O)COC(=O)CCCC1=NS(=O)(=O)c2ccccc2N1	-9	-1.8	-17	-2.2	-1	.	-8	13	10	2.9	-2.1
31	O=S(=O)(NCCc1ccccc1)c1cnc(Cl)c(Br)c1	-5	1.7	-8	.	-6	107	-33	.	-6	.	2.3
32	COc1ccc(/C=C/CN2CCN(CC(C)C)C(CCO)C2)cc1 (stereo not drawn)	1	1.2	-8	-1.1	0	115	-11	6	-8	1.2	0.1
33	O=S(=O)(c1ccc(Cl)cc1)N1CCN(CCc2ccncc2)CC1	-4	0.4	-4	-0.9	2	112	18	12	-3	1.6	1.3
34	O=S(=O)(c1ccc(SCCOc2ccc(Cl)cc2)nc1)N1CCCC1	-3	-0.1	27	0.7	-3	.	-26	14	0	2.0	2.2
35	CCC(=O)Nc1cc(-c2nn(C)c(=O)c3ccccc23)ccc1N1CCCCC1	-5	-1.1	9	2.8	4	.	-11	-11	6	0.6	1.6
36	Cn1c(N)c(C(=O)c2ccc(C#N)cc2)c(=O)n(C)c1=O	-15	-2.3	-14	-1.0	4	106	-8	-1	12	1.4	3.2
37	CC(=O)Nc1ccc(S(=O)(=O)NCC(=O)OCC(=O)c2cc(C)n(-c3ccc4c(c3)OCO4)c2C)cc1	-4	-0.7	16	-2.4	-10	101	10	6	4	4.0	1.0
38	Cc1cc([N+](=O)[O-])nn1CC(=O)NCCCN1CCOCC1	-3	0.5	2	-0.8	-5	105	1	2	-3	1.1	-1.4
39	COCC(=O)NCCSc1c(C)[nH]c2ccccc12	3	0.6	10	-1.3	-12	97	-7	-13	-3	-3.0	3.1
40	CCCCn1c(N)c(N(CCOC)C(=O)C2CC(=O)N(c3ccc(CC)cc3)C2)c(=O)[nH]c1=O (stereo not drawn)	-3	-1.5	-11	-1.2	-1	98	-1	-18	6	-1.3	0.5
41	O=C(NCCc1cn2ccccc2n1)c1cc(COc2c(F)cccc2F)on1	3	-1.4	35	6.5	-18	102	-18	8	7	10	12*
42	O=C(NCC(c1ccco1)N1CCc2ccccc21)C(=O)Nc1ccc(F)cc1F (stereo not drawn)	-20	1.5	3	2.2	9	117	.	-1	-10	0.7	2.1
43	COc1ccccc1CNC(=O)c1[nH]c(C)c(C(C)=O)c1C	8	-1.2	-17	-4.2	-7	91	2	-1	7	-0.9	1.0
44	Cc1cccc(/C=C2\Oc3cc(OS(C)(=O)=O)ccc3C2=O)c1	4	0.5	-4	-0.8	15	101	-10	4	-2	0.2	2.2
45	Cc1c(NC(=O)CSc2ccccc2C(=O)Nc2cccnc2)c(=O)n(-c2ccccc2)n1C	8	-3.1	2	-2.1	0	102	-2	-19	18	-0.9	4.1
46	COC(=O)C1=C(C)N(C)C(=S)NC1c1ccc(OC)cc1OC (stereo not drawn)	-2	-0.7	-9	-0.2	4	85	.	3	5	3.7	2.6
47	CC(C)CC(=O)NC(=S)NNC(=O)c1ccc(NC(=O)C2CCCCC2)cc1	1	-3.5	.	-4.7	-10	98	13	-1	18	2.9	-4.2
48	COc1ccc(NC(=O)Cn2nnc(C(=O)NCCc3ccccc3)c2N)cc1	-2	-0.9	3	-0.4	-15	87	.	2	7	1.0	3.4
49	Fc1ccc2cc(-c3ccccc3)ncc2c1	-3	-2.6	8	-2.1	-6	108	-1	122	12	0.7	1.2
50	CC1CCC2(CC1)NC(=O)N(CC(=O)NCc1cccs1)C2=O (stereo not drawn)	2	-2.6	15	-2.5	5	87	18	36	13	2.3	2.9
51	COc1ccccc1OCC(O)CN1CCOCC1 (stereo not drawn)	-1	-1.5	-5	.	0	93	4	1	7	.	2.4
52	CCOC(=O)C1=C(C)NC(C)=C(C(=O)OCC)C1c1cc2ccc(C)cc2[nH]c1=O	-8	-2.6	-8	0.6	2	106	.	70	14	3.4	1.6
53	COc1cc(-c2nc(-c3ccccc3)c(-c3cccs3)[nH]2)cc(OC)c1O	-4	-0.5	6	-3.2	7	101	-12	-5	2	0.3	0.9
54	CCc1ccc(/C=C/C(=O)c2ccc(N3CCOCC3)cc2)cc1	-2	1.0	10	0.0	-8	98	-2	9	-7	6.4	-0.2
55	Cc1cccc(NC(=O)C(NS(=O)(=O)c2ccc3c(c2)CCC(=O)N3)c2ccccc2)n1 (stereo not drawn)	-8	-2.8	-2	-1.0	24	103	-15	3	15	0.8	0.2
56	COc1ccc(CCN2CC(C(=O)NCCc3ccc(F)cc3)CCC2=O)cc1 (stereo not drawn)	-12	-1.9	11	0.9	-3	100	-8	16	10	1.9	-0.6
57	COc1cccc(NC(=O)CN(C)C(C)C(=O)Nc2ccc(C(C)=O)cc2)c1 (stereo not drawn)	-16	-5.3	52	-0.1	7	102	23	13	24	-0.3	1.6
58	CCCCCCn1nc(C(=O)N(CCCC)c2c(N)n(CCC)c(=O)[nH]c2=O)c2ccccc2c1=O	-3	-1.1	-3	-0.4	-3	92	-9	1	6	1.0	-0.6
59	COc1ccc(CNC(=O)N2CCN(S(=O)(=O)c3ccccc3)CC2)cc1	-1	2.8	7	-0.8	-2	106	-1	216	-23	5.4	-0.1
